# KDM5B inh: inhibitors of human KDM5B histone demethylase. Q9UGL1. KDM5B demethylase, FDH-coupled NADH fluorescence (FDH is formaldehyde dehydrogenase). Potency, µM (top dose mostly 57.7 µM), for the others: at the top dose activity change, negative = inhibition, hits mostly inhibitors. 2.6% of 220,000 active; active = well fitted inhibition curve with a large enough effect; inconclusive = small, poorly fitted or top-dose-only effect; inactive = no such curve, though single readings can be large or run the other way; note: 0% is about no effect; nearly all actives have a fitted effect of over 70% in size
# Target sequence (Q9UGL1 whole entry, looked up): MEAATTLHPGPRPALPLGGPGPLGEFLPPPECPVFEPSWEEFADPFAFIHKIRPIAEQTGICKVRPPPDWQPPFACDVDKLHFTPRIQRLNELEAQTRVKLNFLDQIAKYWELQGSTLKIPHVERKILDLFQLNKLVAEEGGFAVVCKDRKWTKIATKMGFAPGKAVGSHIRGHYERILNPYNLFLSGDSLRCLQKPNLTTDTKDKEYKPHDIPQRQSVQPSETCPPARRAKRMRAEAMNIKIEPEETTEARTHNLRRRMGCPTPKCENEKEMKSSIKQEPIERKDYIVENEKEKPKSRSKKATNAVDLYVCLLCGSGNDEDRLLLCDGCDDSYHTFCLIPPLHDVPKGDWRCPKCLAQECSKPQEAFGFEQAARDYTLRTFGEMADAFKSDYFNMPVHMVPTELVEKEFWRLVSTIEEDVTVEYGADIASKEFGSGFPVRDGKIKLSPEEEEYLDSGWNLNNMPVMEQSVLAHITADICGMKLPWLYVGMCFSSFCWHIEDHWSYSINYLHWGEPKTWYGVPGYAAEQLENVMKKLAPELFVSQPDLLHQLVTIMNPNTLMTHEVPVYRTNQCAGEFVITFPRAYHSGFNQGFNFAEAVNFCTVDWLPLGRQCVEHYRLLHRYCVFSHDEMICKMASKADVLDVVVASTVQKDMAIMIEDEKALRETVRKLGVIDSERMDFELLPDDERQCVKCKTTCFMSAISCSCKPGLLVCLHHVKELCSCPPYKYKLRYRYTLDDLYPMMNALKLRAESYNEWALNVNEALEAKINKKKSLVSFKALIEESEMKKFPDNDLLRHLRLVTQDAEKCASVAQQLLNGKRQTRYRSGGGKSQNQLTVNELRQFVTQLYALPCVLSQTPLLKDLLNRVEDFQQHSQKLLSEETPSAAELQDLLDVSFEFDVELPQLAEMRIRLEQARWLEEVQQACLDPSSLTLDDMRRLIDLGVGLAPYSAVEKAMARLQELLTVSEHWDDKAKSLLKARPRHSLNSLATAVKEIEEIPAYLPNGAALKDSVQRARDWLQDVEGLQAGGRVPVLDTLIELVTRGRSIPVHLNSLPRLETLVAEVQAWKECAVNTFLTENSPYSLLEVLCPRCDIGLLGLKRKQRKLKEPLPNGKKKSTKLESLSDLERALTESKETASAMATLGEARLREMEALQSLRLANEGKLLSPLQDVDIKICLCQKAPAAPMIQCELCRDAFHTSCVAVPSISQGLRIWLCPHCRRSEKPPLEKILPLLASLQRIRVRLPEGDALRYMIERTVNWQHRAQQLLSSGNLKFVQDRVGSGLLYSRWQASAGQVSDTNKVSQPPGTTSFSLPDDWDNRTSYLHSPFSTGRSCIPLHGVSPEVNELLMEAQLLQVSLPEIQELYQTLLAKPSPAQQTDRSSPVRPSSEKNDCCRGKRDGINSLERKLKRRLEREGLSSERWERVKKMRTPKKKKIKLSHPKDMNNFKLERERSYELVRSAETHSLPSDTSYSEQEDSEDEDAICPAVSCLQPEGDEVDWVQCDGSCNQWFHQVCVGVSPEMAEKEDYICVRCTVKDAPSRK
#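 Measured: NADH fluorescence change, 30 min, RT. System: KDM5BΔAP 200 nM final, H3K4me3 peptide, α-KG, Fe(II), ascorbate, NAD⁺ plus FDH, pH 7.5 HEPES. Compounds: titrated, 10 min pre-incubation with enzyme.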
# * = called active by the depositor; i = inactive; u = inconclusive; [ ] = dose if it differs, or a comment. Potency is the fitted concentration of half-maximal effect.
No.	KDM5B inh	Molecule
1	13%	CN1CCN(S(=O)(=O)c2cccc(C(=O)Nc3nccs3)c2)CC1
2	u	COc1ccc(C(C)=O)cc1CN1CCCCCCC1
3	u	Cc1nc(-c2cc3ccc(OCC(=O)N4CCOCC4)cc3oc2=O)cs1
4	1%	COc1ccccc1N(CC(=O)NCCN1CCOCC1)S(=O)(=O)c1ccccc1
5	-23%	Cc1cc(C)cc(NC(=O)CS(=O)(=O)Cc2nc(-c3ccccc3C)oc2C)c1
6	-31%	COc1cccc(CN2C[C@@H](CO)[C@H](NC(=O)c3ccccc3)C2)c1
7	20µM*	Cn1ncc2c(N)nc(NC3CC(c4cc(=O)[nH]c(C5CC5)n4)C3)nc21 (configuration not stated)
8	15%	CCCC(=O)N/N=C/c1ccccc1
9	u	Cc1ccc(Cn2c(=O)c3cccnc3n(CC(=O)Nc3cc(Cl)ccc3C)c2=O)cc1
10	10%	O=C(CCSc1nnc(NC2CC2)s1)Nc1cccc(Cl)c1
11	u	O=C(c1ccc(N2CCCC2)nc1)N1CCC(N2CCOCC2)CC1
12	13%[86.2 µM]	CC[C@H]1CN(C(=O)c2ccnc(Cl)c2)CC[C@H]1CC(=O)O
13	0%[86.2 µM]	CN1Cc2ccc(C(=O)Nc3ccc4cn[nH]c4c3)cc2OCC1=O
14	u	O=C(c1ccc(C(F)(F)F)s1)N1CCCN(c2nnc3ccccn23)CC1
15	u	CC(=O)c1ccc(NC(=O)N[C@H]2CO[C@H]3[C@@H]2OC[C@@H]3Nc2nccc(-c3cccs3)n2)cc1
16	14%	CSc1ccccc1NC(C)=O
17	-4%	Clc1ccc(-c2csc(NC3CC3)n2)cc1
18	u	CCOc1ccc(CCNC(=O)c2cc3c(-c4ccc(OC)c(OC)c4)nn(C)c3s2)cc1OCC
19	32%	O=C1CCC(=O)N1CC1CC2CCC1C2 (configuration not stated)
20	-35%	O=C(CN1C(=O)NC(c2ccc(Cl)cc2)C2=C1COC2=O)Nc1ccc(F)c(Cl)c1 (configuration not stated)
21	-11%	CCc1ccc(C(=O)N2CCC(n3cnnc3-c3ccccc3)CC2)cc1
22	u	COc1cc(C2CC(=O)Nc3nc(N4CCCCC4)sc32)cc(OC)c1OC (configuration not stated)
23	14%	COc1ccc(NC(=O)N2CCCc3cccc(C)c32)cc1
24	u	CCOC(=O)c1cc2c(=O)n3ccccc3nc2n(CC2CCCO2)c1=NC(=O)c1ccc(OCC)cc1 (configuration not stated)
25	-15%	CS(=O)(=O)c1ccc(NC(=O)c2ccccc2-c2ccc(C(F)(F)F)cc2)cc1
26	-20%[86.2 µM]	CC1(C)[C@H](Cc2cc(CN3CCOCC3)on2)C[C@@H]1NC(=O)c1ccnc(Cl)c1
27	-22%	CCCN(CCC)S(=O)(=O)c1ccc2c(c1)N(CC(=O)NC(C)c1ccccc1)C(=O)CS2 (configuration not stated)
28	-6%	C=CCN(Cc1ccccc1)C(C#CC(=C)C)Cc1ccccc1 (configuration not stated)
29	18%	Cc1nc(C2CCCN(C(=O)C3(C(N)=O)CC3)C2)cc(N2CCCC2)n1 (configuration not stated)
30	1%	CC(C)Cn1nc(C(=O)N2CCCC2c2nc3ccccc3s2)c2ccccc2c1=O (configuration not stated)
31	-16%	COc1cccc(-c2cc(C(=O)N3CCN(c4ncccn4)CC3)c3ccccc3n2)c1
32	u	COc1cccc(-c2cn3c(n2)sc2cc(C(=O)NC4CCCCCC4)ccc23)c1
33	u	COc1ccc2c(C)c(CCC(=O)NCCCO)c(=O)oc2c1
34	14%	Cn1c(=O)c2c(ncn2CC(=O)N2CC(C(=O)N3CCCCC3)Oc3ccccc32)n(C)c1=O (configuration not stated)
35	16%	Cc1cn2nnc(C(=O)N3CCC(C(=O)Nc4cccc(C(C)C)c4)CC3)c2c(=O)[nH]1
36	-16%	CC(C)CC(=O)N1CCC2(C1)C(=O)N(C)c1ccccc12 (configuration not stated)
37	4%	CC(C)NC(=O)c1ccc2c(c1)N(Cc1cccc(Cl)c1)C(=O)c1ccccc1S2=O (configuration not stated)
38	21%	Cc1cc(C(=O)N2CCN(c3ccccc3)CC2)c2ccccc2n1
39	1%[86.2 µM]	NC(=O)[C@@H]1C[C@@H](O)[C@H](O)[C@@H]2NC(=S)N(CC3CCCCC3)[C@@H]21
40	-18%	CC(=O)c1cccc(-n2c(=O)c3c4c(sc3n(CC(=O)c3ccccc3)c2=O)CN(C(C)=O)CC4)c1

# Reprinted at random: 5 entries already listed.
No.	KDM5B inh	Molecule
22	u	COc1cc(C2CC(=O)Nc3nc(N4CCCCC4)sc32)cc(OC)c1OC (configuration not stated)
28	-6%	C=CCN(Cc1ccccc1)C(C#CC(=C)C)Cc1ccccc1 (configuration not stated)
37	4%	CC(C)NC(=O)c1ccc2c(c1)N(Cc1cccc(Cl)c1)C(=O)c1ccccc1S2=O (configuration not stated)
27	-22%	CCCN(CCC)S(=O)(=O)c1ccc2c(c1)N(CC(=O)NC(C)c1ccccc1)C(=O)CS2 (configuration not stated)
29	18%	Cc1nc(C2CCCN(C(=O)C3(C(N)=O)CC3)C2)cc(N2CCCC2)n1 (configuration not stated)

# (further entries)
No.	KDM5B inh	Molecule
41	16%	CN1C(=O)CS(=O)C12CCN(C(=O)CCCc1ccccc1)CC2 (configuration not stated)
42	15%	CCCCN1C(=O)c2ccccc2C(C(=O)NC(C)C)C12CCCCC2 (configuration not stated)
43	17%	CC(C)C(=O)N1CCC2(CC1)CC(N(Cc1ccc(F)cc1)C1CC1)CCO2 (configuration not stated)
44	u	COCCN1CCCCCC(O)c2cc(C(=O)NCCCN3CCCC3=O)ccc21 (configuration not stated)
45	6%	COc1cccc(/C=C/C(=O)Oc2ccc(C3SCCS3)cc2OC)c1
46	21%	CCOc1ccc(CN(C)C(=O)[C@H](C)NC(=O)c2ccco2)cc1OC
47	u	COc1ccc(CCC(=O)N2CCC3(CC2)CC(C(=O)N2CCOCC2)N(C)C3)cc1 (configuration not stated)
48	-10%	Cc1nc(-c2cccc(F)c2)sc1CCNC(=O)C(=O)Nc1ccc2c(c1)OCO2
49	-24%[86.2 µM]	Cn1cc(CN2C[C@H](C(=O)Nc3ccn(C)n3)C[C@@H]2c2cccc(C(F)(F)F)c2)cn1
50	13%	O=C1CCc2cc(C(=O)NCc3ccc4c(c3)OCO4)ccc2N1
51	26%	CCOC(=O)N1CCC(NCc2cccnc2Oc2ccccc2C)CC1
52	-3%	COc1ccc(NC(=O)Nc2ccc(C)n(CC(=O)N3CCCC(C)C3)c2=O)cc1 (configuration not stated)
53	269%[activator][86.2 µM]	CC(=O)c1ccc(NC(=O)O[C@@H]2CO[C@H]3[C@@H]2OC[C@@H]3NC(=O)NC2CCCCC2)cc1
54	4%	CCN(C(=O)c1cc2c(s1)CCCC2)C1CC1
55	-4%	CC(C)=CC(=O)N1CC[C@H](NC(=O)NC(C)C)[C@H]1C(=O)N[C@H](Cc1c[nH]c2ccccc12)C(N)=O
56	1%	C=CCNC(=O)CN1CC2CC(C1)[C@H]1CCCC(=O)N1C2 (some centres not stated)
57	-13%[86.2 µM]	Cc1ccccc1CN1CCN2C(=O)N(C3CCCCC3)C[C@H]2C1
58	23%	CCc1nc(-c2c3n(c(=O)n(CC(=O)NCc4ccc(F)cc4)c2=O)CCCC3)no1
59	u	Cc1cccc(C(=O)N2C[C@@H](F)C[C@H]2C(=O)N2CCc3ccccc3C2)c1
60	u	Cn1ccc2c(OCC(=O)NCc3ccccc3)cccc2c1=O

# KDM5B inh: entries above that show a hit
No.	KDM5B inh	Molecule
7	20µM*	Cn1ncc2c(N)nc(NC3CC(c4cc(=O)[nH]c(C5CC5)n4)C3)nc21 (configuration not stated)

# Other records follow:
No.	KDM5B inh	Molecule
61	14%	Cc1nn(CC(=O)NC(c2ccccc2)C2CC2)c(=O)c2ccccc12 (configuration not stated)
62	-27%	CCc1ccc(C2C(C#N)=C(N)OC3=C2C(=O)CC(C)(C)C3)cc1 (configuration not stated)
63	4%	Cc1nn(CCCC(=O)NCc2ccccc2)c(=O)c2c1sc1ccccc12
64	u	Cc1ncsc1CN1CCCCC1c1nc(CCOc2ccc(F)cc2)no1 (configuration not stated)
65	3%	Cc1ccc(C(=O)NC2CCN(c3ccc(F)cc3)C2=O)c(C)c1 (configuration not stated)
66	-24%	O=C(CSc1nnc(-c2ccc(O)cc2)o1)c1ccc(Br)cc1
67	-1%	COc1ccccc1N1CCN(S(=O)(=O)c2c(C)sc3ncn(CC(=O)Nc4ccccc4F)c(=O)c23)CC1
68	u	CC(C)c1ccc2oc(-c3cc(NC(=O)c4cccs4)ccc3Cl)nc2c1
69	u	Cc1c(Cl)cccc1NC(=O)CSc1ncc2c(n1)-c1ccccc1N(C)S2(=O)=O
70	3%	CN(Cc1ccccc1)c1ccc(-c2nc(-c3ccco3)no2)cc1[N+](=O)[O-]
71	-18%	Cc1nn(-c2nc(-c3ccc(F)cc3)cc(C(F)(F)F)n2)c(C)c1Br
72	5%	O=C(c1cccs1)N1CCCN(C(=O)C2CC2)c2ccccc21
73	-5%	COCC(=O)N[C@@H]1CN(Cc2cc(F)c(F)c(F)c2)C[C@H]1CO
74	6%	O=C(Cc1cccs1)NC1CC(=O)N(c2cccc(F)c2)C1 (configuration not stated)
75	u	Cc1ccc(-c2cc(Nc3cccc(C)c3)nc(C)n2)cc1
76	9%	Cc1cc(C)n(-c2nc3ccccc3nc2Nc2cc(C(=O)O)ccc2C)n1
77	4%	N#Cc1ccccc1COC(=O)c1ccc(OC(F)F)cc1
78	-13%	Cc1nc(N2CCN(C(=O)C(C)Oc3ccccc3)CC2)cc(C(F)(F)F)n1 (configuration not stated)
79	-49%	CN(Cc1ccccc1)c1ccc2cc(S(=O)(=O)N3CCCCC3)ccc2n1
80	u	O=C(CCC(=O)N1CC2CCCN2c2ccccc21)NCc1ccccc1F (configuration not stated)
81	147%[activator]	COc1ccc(-c2cc(C(=O)N/N=C/c3cc(OC)c(OC)cc3OC)c3ccccc3n2)cc1
82	-15%	Cc1oc(-c2cccc(Cl)c2)nc1CN1CCN(C(=O)c2ccco2)CC1
83	23%	CN(Cc1ccc(OCC(O)CN(C)Cc2ccccc2)cc1)Cc1nccn1C (configuration not stated)
84	-21%	COc1cccc(NC(=O)CSc2c3c(nc4ccccc24)CCCC3)c1
85	-15%	Cc1cccc(N(C)C(=O)C(Cc2ccccc2)NS(=O)(=O)c2cccc3nsnc23)c1 (configuration not stated)
86	u	CCCCOc1ccc(C(=O)N2CCN(CCc3ccccn3)CC2)cc1
87	9%	Cc1ccc(S(=O)(=O)NCCN2CCNC2=O)cc1
88	4%	COc1ccc(NC(=O)C2CCN(c3nc4ccccc4nc3OC)CC2)c(OC)c1
89	u	Cc1ccc(-c2noc([C@@H]3Cc4nc[nH]c4CN3C(=O)Nc3cccc(F)c3)n2)cc1
90	-9%	COC(=O)c1sc(C(F)(F)F)c(-c2ccccc2)c1S(=O)(=O)N1CCCC1
91	30%	COc1cc(/C=N/O)cc(Br)c1OCc1ccc(C(=O)O)cc1
92	u	Cc1cccc(N2CCN(C(=O)CCc3c(C)nc4ncnn4c3C)CC2)c1C
93	u	CC1(C)Cc2cccc(C(=O)Nc3ccc(Cl)cc3)c2O1
94	3%	COc1cccc(-c2ccc(NC(=O)C3CCCN3C(=O)C3(C)CC3)cc2)c1 (configuration not stated)
95	u	N#CC(C#N)=C/C=C(\Nc1ccc(Cl)cc1)c1ccc(Cl)cc1
96	11%	CC(C)OCc1ccc(CNC(=O)C2CCCCC2)cc1
97	-13%	COCCCNc1nc2c(S(=O)(=O)c3ccccc3)nnn2c2ccc(Cl)cc12
98	-17%	COc1ccc(N2CCN(Cc3nnc(-c4ccc5c(c4)OCO5)o3)CC2)cc1
99	i	COc1ccc(-c2ccc3nc(-c4ccccc4C)oc3c2)c(OC)c1OC
100	9%	COc1ccc(C(=O)N2CCC3(CC2)N(C)C(=O)CS3(=O)=O)cn1
101	-21%	CCNCc1ccc(-c2ccc(Br)cc2C)o1
102	24%	COc1cccc2c1NC(=O)CC2C(=O)N1CCc2c(nc[nH]c2=O)C1 (configuration not stated)
103	13%	O=S(=O)(c1ccc(SCc2cc(Cl)c3c(c2)OCCCO3)nc1)N1CCCC1
104	0%	COc1cc(NC(=O)Cc2nc(-c3ccccc3)oc2C)cc(OC)c1
105	-26%	CC(C)CN1C(=O)c2cccn2CC1C(=O)NCCN1CCOCC1 (configuration not stated)
106	-15%	CCOC(=O)c1c(NC(=O)COc2cccc(C)c2C)sc2c1CCC(CC)C2 (configuration not stated)
107	u	Cc1nn(-c2ccc(C(C)(C)C)cc2)c(C)c1[C@@H]1C=C[C@@H](NC(=O)c2cccs2)C1
108	-1%	Cc1cc(C)n(CCC(=O)N[C@@H]2[C@@H]3CCO[C@@H]3[C@@H]2C2CCCC2)c(=O)n1
109	u	Cc1ccc(CNC(=O)c2ccc(-c3nnc4ccc(NC(=O)C5CCC5)cn34)cc2)cc1
110	-27%	Cc1csc(NC(=O)Cc2ccccc2Cl)n1
111	-18%	COc1cccc([S+](=O)([O-])N2CCC3(C2)C(=O)N(Cc2ccccc2)c2ccccc23)c1 (configuration not stated)
112	6%	Cc1[nH]c2ccccc2c1C(=O)C(=O)NC1(C)CCS(=O)(=O)C1 (configuration not stated)
113	16%	CCCCCCCCC(=O)NCCC1=CCCCC1
114	u	CSc1ccccc1-c1nnc(NC(=O)c2ccc3c(c2)OCCO3)o1

# 4 structures out of the list, sorted by molar mass, smallest number first.
No.	KDM5B inh	Molecule
105	-26%	CC(C)CN1C(=O)c2cccn2CC1C(=O)NCCN1CCOCC1 (configuration not stated)
108	-1%	Cc1cc(C)n(CCC(=O)N[C@@H]2[C@@H]3CCO[C@@H]3[C@@H]2C2CCCC2)c(=O)n1
114	u	CSc1ccccc1-c1nnc(NC(=O)c2ccc3c(c2)OCCO3)o1
106	-15%	CCOC(=O)c1c(NC(=O)COc2cccc(C)c2C)sc2c1CCC(CC)C2 (configuration not stated)

# This is a subset; count on the stated rates, not on these rows.
